Screening data: PubChem BioAssay, several laboratories
TRPML3 ag – human mucolipin-3 channel agonism | Q8TDD5 | HEK293 TRPML3-YFP, Fluo-8 calcium fluorescence; 100% = the carbachol control signal | activation, % at 3 µM | 0.29% of 220,000 active | AID 1448;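 active means activation above its plate's cutoff, the mean activation of the plate's test wells plus 3 SD, cut at about 12% in these data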;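 further: 0% = DMSO only wells and 100% = carbachol wells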
Target sequence (Q8TDD5 whole entry, looked up): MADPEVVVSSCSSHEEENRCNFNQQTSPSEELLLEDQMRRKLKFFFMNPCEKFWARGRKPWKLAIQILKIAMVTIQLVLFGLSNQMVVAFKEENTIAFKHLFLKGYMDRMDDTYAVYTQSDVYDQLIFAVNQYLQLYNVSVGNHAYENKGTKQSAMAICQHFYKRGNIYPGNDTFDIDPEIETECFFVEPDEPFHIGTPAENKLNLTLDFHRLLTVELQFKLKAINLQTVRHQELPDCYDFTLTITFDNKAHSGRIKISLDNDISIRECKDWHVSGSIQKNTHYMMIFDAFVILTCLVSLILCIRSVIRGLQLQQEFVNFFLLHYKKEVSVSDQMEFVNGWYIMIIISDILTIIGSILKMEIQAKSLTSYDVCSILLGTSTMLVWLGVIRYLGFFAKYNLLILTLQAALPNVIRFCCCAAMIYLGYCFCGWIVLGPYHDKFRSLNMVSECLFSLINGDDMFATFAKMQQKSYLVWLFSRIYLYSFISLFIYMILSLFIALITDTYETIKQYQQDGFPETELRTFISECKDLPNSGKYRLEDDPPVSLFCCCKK
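Test system: TRPML3-YFP stable HEK293 cells. Doses: single point at 3 µM. Incubation: dye loading 1 h 37 °C then 30 min ambient, 125 s read. Signal: Fluo-8 calcium dye fluorescence, ex 470-495, em 515-575 nm. Measure: percent activation from peak-to-basal fluorescence ratio, scaled between DMSO and carbachol.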
Cl transport mod – KCC2 (human) Cl- transport modulation | B-score of Tl+ flux slope (higher = more flux/activation; lower = inhibition) at 10 µM | 2.2% of 190,000 active | KCC2 cells, thallium flux FluoZin-2 fluorescence | AID 1456;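 active means thallium flux slope and its plate-corrected score both differing from the plate sample mean at a set confidence after two filtering rounds, in either direction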;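 further: slope of fluorescence scaled to starting intensity during 10 to 20 s after thallium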
Furin inh – inhibitors of human furin | P09958 | purified furin, fluorogenic substrate cleavage | inhibition, % at 30 µM | 0.061% of 220,000 active | AID 463115; in the data active means inhibition above about 25%; further: inactives centre near -15
Calpain2 inh – inhibitors of pig calpain II; purified calpain II, fluorogenic peptide substrate, 30 min; inhibition, % at 16 µM; 0.37% of 220,000 active;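 active means inhibition above about 50%, limit read from the data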
PPC-1+TRAIL kill – compounds killing PPC-1 cancer cells with TRAIL present (potentiator screen, no TRAIL-free arm); PPC-1 cells + TRAIL, ATPLite viability luminescence; cell killing (% activity), % at 4 µM; 0.41% of 220,000 active;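 active means cell killing above 50% in the first pass at 4 µM, then a duplicate retest at 5 µM averaging 50% or more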;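 further: plate controls were cells with TRAIL plus DMSO for no effect and medium-only wells lacking cells for full effect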
thrombin 1536 – blocks human thrombin protease activity; inhibition, % at 5 µM; P00734; alpha-thrombin, Boc-VPR-AMC fluorogenic substrate cleavage; 0.26% of 220,000 active;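 active means inhibition at or above 40%; inactive means inhibition below 40%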;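 further: 0% = enzyme with no compound and 100% = wells without enzyme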
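Test system: human alpha-thrombin protein / Dosing: one concentration per compound, 5 µM, with 0.2% DMSO / Medium: pH 7.5 Tris-saline with Tween 20 / Benchmarks: no-compound enzyme wells and no-enzyme blanks / Read-out basis: percent inhibition of thrombin substrate cleavage / Timing: reaction at room temperature / Measured by: fluorescence, ex 355 nm, em 460 nm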
EBV gp42 inh – EBV gp42 inhibition. Q1HVG2. Fluorescence polarization binding assay, mP read-out. inhibition, % (tested at 21.74 µM). 0.42% of 220,000 active; in the data active means inhibition above about 50%
Target sequence (Q1HVG2 whole entry, looked up): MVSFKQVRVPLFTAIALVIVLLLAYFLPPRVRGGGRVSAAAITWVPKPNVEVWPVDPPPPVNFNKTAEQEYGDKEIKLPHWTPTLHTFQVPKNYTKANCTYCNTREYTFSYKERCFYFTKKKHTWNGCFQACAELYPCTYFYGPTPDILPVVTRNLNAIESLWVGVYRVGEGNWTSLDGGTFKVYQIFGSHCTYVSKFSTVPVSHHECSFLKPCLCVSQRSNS
TbHK1 inh – blocks Trypanosoma brucei hexokinase 1 activity | recombinant TbHK1, G6PDH-coupled NADH A340 | inhibition, % at 10 µM | 0.11% of 220,000 active;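 active means inhibition of 50% or more in the single-dose primary screen; inactive means inhibition below 50%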
zfTRPN1 agonist – zebrafish TRPN1 (NompC) channel agonism; HEK293 zebrafish TRPN1-YFP, Fluo-8 calcium fluorescence; 100% = response to 87 µM carbachol; activation, % at 3 µM; 0.18% of 220,000 active; AID 1424;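 active means activation above its plate's cutoff, the mean activation of test wells on that plate plus 3 SD, cut at about 19% in these data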;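 further: 0% = DMSO alone and 100% = 87 µM carbachol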
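System: zebrafish TRPN1-YFP in HEK293 cells / Dosing: 3 µM single point / Timing: dye loading 1 h at 37 °C, then 30 min room temperature / Signal: Fluo-8 calcium fluorescence, excitation 470-495 nm, emission 515-575 nm / Read-out basis: percent activation from peak over basal fluorescence ratio, control-normalized / Control set: high carbachol 87 µM, low DMSO alone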
An asterisk follows results filed as active; i = inactive; x = not tested or not shown; [ ] = dose if it differs, or a comment.

SMILES	TRPML3 ag	Cl transport mod	Furin inh	Calpain2 inh	PPC-1+TRAIL kill	thrombin 1536	EBV gp42 inh	TbHK1 inh	zfTRPN1 agonist
COCCn1c(SCC(=O)N2CCCC2)nnc1-c1ccoc1C	-0.3	0.0963	-2.7	-14.3	8.3	-1.2	-5.0	-0.5	0.1
CSc1nnc2n(-c3ccc(C)cc3)c(=O)c3c4c(sc3n12)COC(C(C)C)C4 (stereo not drawn)	-0.1	x	-1.9	22.2	-1.5	4.0	-12.0	-7.7	-0.4
O=C(O)C1CCCCC1C(=O)NCCC(c1ccccc1)c1ccccc1 (stereo not drawn)	0.3	-0.665	-20.8[20 µM]	2.9	-7.4	5.2	-10.5	0.2	-1.7
Cc1cc(C)n(C(=O)/C(C#N)=N/Nc2cc(Cl)cc(Cl)c2)n1	2.9	-7.72*	-3.3	38.2	7.0	9.1	-0.2	-14.1	12.2
C=CCN(CC=C)C(=O)c1cc2ccccc2c(=O)o1	-0.1	2.13	-17.3	17.9	8.1	5.7	3.8	-9.0	1.1
C=CCOc1cccc(C(=O)N2CCCC(CCC(=O)NCc3ccccc3F)C2)c1 (stereo not drawn)	1.5	-0.0173	-16.9	25.9	9.7	-5.3	-1.2	-0.4	-0.2
CC(C)(C)c1ccc(-c2nnc(SCCN3C(=O)c4ccccc4C3=O)o2)cc1	0.3	0.463	-9.5[20 µM]	19.5	22.6	3.4	-11.3	20.6	-1.1
Cc1cc(C)c(NC(=O)CSc2nncn2-c2cccnc2)c(C)c1	0.9	0.309	-30.2	-23.3	0.2	-7.9	-24.8	0.4	0.5
CCOc1ccc(-c2n[nH]c(C)c2-c2ccccc2OC)c(O)c1	-0.1	x	-17.6	14.6	8.7	-6.9	-16.6	-3.4	-1.3
Cc1ccc(S(=O)(=O)N(C)c2c(C)ccc(S(=O)(=O)Nc3ccncc3)c2C)cc1	0.6	-0.844	-18.3	3.2	11.1	-8.3	-8.2	6.7	-0.4
Cc1ccc(OCCCn2cc(C#N)c3ccccc32)cc1	0.6	1.18	13.1[20 µM]	13.8	3.2	1.0	-10.5	14.6	-1.5
COc1ccc(OC)c2c(C)cc(N3CCCN(C)CC3)nc12	0.4	0.0953	-3.1[20 µM]	-256.0	16.5	-2.5	-6.4	-4.7	0.5
Fc1ccc(C2c3[nH]c4ccccc4c3CCN2Cc2cccn2-c2ncccn2)cc1 (stereo not drawn)	-0.1	-1.14	-14.1	-52.6	x	16.4	6.7	-10.0	-0.4
Cn1c(N)c(C(=O)COC(=O)CNS(=O)(=O)c2cccc(Cl)c2)c(=O)n(C)c1=O	0.9	-0.306	-12.3	-7.1	6.9	-1.6	-28.5	33.3	1.4
c1nnc(-c2ccc3c(c2)OCO3)o1	0.1	0.142	-23.3	-18.7	8.1	-3.1	4.8	-2.8	0.2
CCCCC(=O)NC(=S)Nc1cccc(C(=O)O)c1	1.2	0.395	-21.1	-8.1	2.7	1.7	-5.2	-2.9	-0.1
Cc1onc(-c2ccccc2)c1C(=O)c1c[nH]c(C(=O)NCCCN2CCOCC2)c1	-0.1	-1.54	-11.4	3.4	11.3	-6.4	4.3	-0.8	0.4
COc1ccc(C2C(C#N)=C(SC)NC3=C2C(=O)CC(C)(C)C3)cc1 (stereo not drawn)	1.1	-1.64	-13.5	-9.8	29.0	-2.0	-16.1	-6.1	3.1
CCNC(=S)N1CCN(CCN=CC2=C(O)CC(c3cccs3)CC2=O)CC1 (stereo not drawn)	0.3	-0.237	2.3[20 µM]	-41.4	-30.1	-7.1	-8.4	-6.3	0.1
O=C(COC(=O)Cc1ccc(Br)cc1)NC1CCCCC1	0.1	-0.493	-13.5	40.1	-14.5	-0.8	-15.9	3.7	-1.4
O=C(O)COc1ccc(/C=N/O)cc1Br	0.7	-1.19	-3.7	32.2	3.7	-0.6	-10.3	6.6	1.1
COc1ccc2oc(=O)c(C(=O)n3ccc(C)n3)cc2c1	1.3	-0.717	-23.1[20 µM]	i	23.6	-3.7	-12.4	-15.6	0.1
O=c1c2ccccc2nc(-c2ccccc2Cl)n1O	-0.3	1.79	-19.4	-51.9	-4.4	-9.9	8.1	-6.6	-0.3
Nc1cc(C(F)(F)F)ccc1-n1cccc1	0.7	-0.669	-16.8	25.8	-4.8	0.8	-2.2	7.0	1.7
Cn1c(=O)c(C(=O)CN2CC(=O)Nc3ccccc32)c(N)n(Cc2ccccc2)c1=O	0.5	-0.139	-25.7	-24.4	-3.8	-5.6	-12.3	-7.4	-1.1

Later entries.
SMILES	TRPML3 ag	Cl transport mod	Furin inh	Calpain2 inh	PPC-1+TRAIL kill	thrombin 1536	EBV gp42 inh	TbHK1 inh	zfTRPN1 agonist
Cc1cc(C(=O)COc2ccccc2[N+](=O)[O-])c(C)n1C1CC1	0.9	-0.221	-39.9	-5.6	8.6	3.2	-4.4	-10.6	3.1
COC(=O)c1cc(NC(=O)Cc2ccc(OC)cc2)cc(C(=O)OC)c1	0.2	-0.0642	-2.3[20 µM]	-4.9	-0.7	4.6	-16.0	-8.5	-1.1
C/C=C(\C)C(=O)Nc1cccc(C2=NOC3(C2)C[C@H](C(N)=O)N(C(=O)C(c2ccccc2)c2ccccc2)C3)c1 (stereo partly drawn)	x	-0.662	-21.2	-18.7	6.9	-2.8	-17.6	-15.2	x
CCOC(=O)c1nnn(CC(=O)Nc2cc(Cl)ccc2C)c1C(=O)OCC	1.4	x	-19.0[20 µM]	-3.0	19.8	-6.0	-11.1	-4.2	1.2
COc1ccc(C(=O)N/C(=C\c2ccc3c(c2)OCO3)C(=O)Nc2cccc(C(=O)O)c2)cc1	1.0	-0.305	-6.0	-17.2	10.1	-12.4	-1.8	-9.4	0.0
COc1ccccc1CNC(=O)/C=C/c1ccc(S(=O)(=O)NCc2ccco2)cc1	0.2	0.849	-29.5	0.8	23.4	-7.2	-3.6	3.9	0.3
CCC(=O)c1cc(F)c(N2CCN(S(=O)(=O)c3ccc(C)cc3)CC2)cc1C	1.0	0.989	-5.1	-11.6	0.2	-0.4	0.3	-1.7	-0.8
CC(Nc1ccc(Cl)cc1)c1cc(Cl)ccc1O (stereo not drawn)	-1.0	-0.00308	-18.1[20 µM]	-9.4	28.0	1.8	3.8	7.0	-0.9
Cn1cnnc1SCC(=O)NCc1ccccc1	1.2	-0.669	-9.5	19.5	-7.8	-0.9	-5.1	6.0	1.6
O=C(Nc1cccnc1)/C(N=Nc1c(Cl)cccc1Cl)=C(\O)c1ccccc1	0.1	-0.641	-13.1	24.8	-0.2	19.9	-3.2	-8.2	1.3
N/C(=N\OC(=O)CCc1ccccc1)c1ccc(Cl)cc1	0.0	x	-17.1	16.5	12.4	1.5	-13.3	-1.0	0.8
COc1ccccc1OCC(=O)c1[nH]c(C)c(C(C)=O)c1C	4.4	0.61	-16.1	6.8	5.4	2.0	-8.2	3.2	9.1
CCCOc1ccc(NC(=O)CC2C(=O)N(C)C(=S)N2Cc2ccc3c(c2)OCO3)cc1 (stereo not drawn)	0.3	-0.99	-9.2	14.7	17.6	-7.5	14.3	1.8	0.8
CCCCCCn1c(CN2CCN(Cc3ccccc3)CC2)nc2c1c(=O)n(C)c(=O)n2C	-0.8	0.164	-6.6[20 µM]	-66.8	4.2	-9.2	1.5	-7.1	-2.8
Cn1c(/C(C#N)=C/c2ccc(-c3ccc(S(N)(=O)=O)cc3)o2)nc2ccccc21	3.7	-1.74	9.0	-121.7	19.4	0.5	-38.2	-18.5	6.7
Cc1ccc(S(=O)(=O)C2CCOC2=O)cc1 (stereo not drawn)	0.4	x	-20.1[20 µM]	-20.9	17.9	-14.3	-8.8	-5.3	-0.6
CCOC(=O)N1CCN(C(=O)COc2ccc([N+](=O)[O-])cc2)CC1	0.9	0.469	-20.4	11.9	10.8	-9.0	-21.1	-7.8	-0.5
Cc1nnc(NC(=O)Nc2cccc(Cl)c2)s1	1.2	0.548	-11.0[20 µM]	-29.8	6.2	1.2	1.7	0.4	4.3
CN1C(=O)/C(=N\OC(=O)c2cccc3ccccc23)c2ccccc21	0.2	-0.0332	-16.6[20 µM]	-24.4	21.8	-2.8	1.9	-7.9	1.1
C=C(C)C(=O)N1CC2(CC(c3cccc(NC(=O)CCCCC)c3)=NO2)C[C@H]1C(N)=O (stereo partly drawn)	x	-0.0642	-22.2	15.7	6.8	-10.4	-19.1	-5.4	x
CC(=O)Nc1ccc2nc(C)n(Cc3ccc(Cl)cc3)c(=O)c2c1	1.2	-0.677	-12.4[20 µM]	18.0	39.7	0.1	-3.3	-5.4	1.6
O=C1CCC(C(=O)N(Cc2cccs2)C2(C(=O)NC3CCCCC3)CCCCC2)N1 (stereo not drawn)	-0.1	x	-22.1	-29.1	2.0	1.2	-11.7	-4.4	-1.9
COc1ccc(CN2C(=O)CS/C2=N/N=C/c2cccs2)cc1	0.9	-0.0263	-21.9	5.8	26.6	-1.5	-3.1	-10.7	2.4
CC1(C)OC(=O)N(c2cccnc2)C1(C)O (stereo not drawn)	1.1	0.449	-9.5[20 µM]	-30.9	-3.5	-5.9	0.0	2.6	0.2
O=C(c1ccco1)N1CCN(C(=O)c2ccc(COc3ccc(F)cc3)o2)CC1	-0.4	x	-23.2	-31.5	6.7	1.9	-2.1	-3.0	0.1

Part of the list above, set out differently.
Cn1cnnc1SCC(=O)NCc1ccccc1
  TRPML3 ag: 1.2
  Cl transport mod: -0.669
  Furin inh: -9.5
  Calpain2 inh: 19.5
  PPC-1+TRAIL kill: -7.8
  thrombin 1536: -0.9
  EBV gp42 inh: -5.1
  TbHK1 inh: 6.0
  zfTRPN1 agonist: 1.6
O=C1CCC(C(=O)N(Cc2cccs2)C2(C(=O)NC3CCCCC3)CCCCC2)N1 (stereo not drawn)
  TRPML3 ag: -0.1
  Cl transport mod: x
  Furin inh: -22.1
  Calpain2 inh: -29.1
  PPC-1+TRAIL kill: 2.0
  thrombin 1536: 1.2
  EBV gp42 inh: -11.7
  TbHK1 inh: -4.4
  zfTRPN1 agonist: -1.9

(next part)
SMILES	TRPML3 ag	Cl transport mod	Furin inh	Calpain2 inh	PPC-1+TRAIL kill	thrombin 1536	EBV gp42 inh	TbHK1 inh	zfTRPN1 agonist
CSCCC(NS(=O)(=O)c1ccc(C)c(C(=O)O)c1)C(=O)O (stereo not drawn)	0.1	0.113	-22.4	3.7	11.5	-6.8	-5.3	-4.0	-1.6
Cc1ccc(S(=O)(=O)N2CCOCC2)cc1NC(=O)c1cc2c(s1)CCC2	0.1	-0.164	3.8[20 µM]	-17.0	3.5	-5.3	-6.9	-9.3	-0.6
O=C(NCc1ccco1)C1CCN(c2nnc(-n3cccc3)s2)CC1	0.8	-0.00535	-23.0	-32.4	10.9	-5.5	-15.7	-0.7	0.1
CCC(C)(C)NC(=O)C1CCCN1C(=O)NC1CCCCC1 (stereo not drawn)	0.4	-0.00104	-18.7	-35.4	-20.9	6.5	-22.8	7.9	-0.1
O=C(/C=C/c1ccc(S(=O)(=O)N2CCOCC2)cc1)NC(=S)Nc1ccc(Cl)cc1Cl	-0.3	-0.105	-16.2	-54.2	12.6	0.1	-13.8	-13.4	-0.8
C1CCC(C23CC4CC(CC(C4)C2)C3)NC1 (stereo not drawn)	0.6	0.544	-1.9[20 µM]	12.4	34.9	-6.5	-3.5	2.1	0.1
